# Source: PubChem BioAssay
# GSIS activator – GLuc luminescence reporter in INS-1E cells, primary screen for activators of glucose-dependent secretion of insulin. INS-1E GLuc reporter insulin secretion, 2-3 h. activation, % at 16.6 µM. AID 743287. 0.61% of 370,000 active;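 active = lowest replicate activation of at least 40%, so every replicate reaches that level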;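 note: 0% = median of neutral control wells and 100% = median of IBMX positive control wells; some compounds called inactive have numbers as strong as hits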
# ARNT-TACC3 inh – disruptors of human ARNT/TACC3 interaction; inhibition, % at 9.99 µM; AID 623870; 0.66% of 390,000 active; Q9Y6A5; AlphaScreen His-ARNT PAS-B/GST-TACC3 binding, luminescence; TACC3 fragment carries E629A point mutation;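 active = mean inhibition of replicates at least 50% and at least half of replicates each reaching 50%; inconclusive = half or more replicates reach 50% but mean below 50%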;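 note: 0% = complete ARNT plus TACC3 wells and 100% = ARNT alone without TACC3; many hits fall short of the cut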
# DENV2 CPE rescue – protects cells from dengue virus 2 cytopathic effect; 1.7% of 350,000 active; AID 651640; DENV2-infected cells, cytopathic effect rescue, plate reader; CPE inhibition, % at 9.99 µM; in the data active = CPE inhibition above about 20%, passing the limit was not always enough; inconclusive = no clear call, values can overlap the other calls; tested in BHK-21 cells;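 note: 0% = median of neutral control wells and 100% = median of positive control wells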
# F508del corr – CFTR F508del correction in bronchial cells; CFBE cells, YFP halide quenching; stimulated with forskolin plus potentiator P3; % fluorescence drop versus neutral controls; activity (quench increase), % at 7.58 µM; 0.36% of 350,000 active;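 active = mean added fluorescence quench of at least 8% versus neutral control, with both replicates also reaching 8%; inconclusive = only one of the mean or replicate conditions met; inactive = mean below 8% and not both replicates reaching 8%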;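 note: cells transiently co-express mutant CFTR-F508del with the halide-sensitive YFP; corrector assay measuring rescue of mutant channel to the surface after 24 h compound exposure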
# Xi reactivation – activators of X-chromosome reactivation in mouse fibroblasts | XiGFP mouse fibroblasts, % GFP-positive cells imaging, 3 d; cells co-treated with 5-aza-dC sensitizer; scaled so ellipticine positive control = 100% | activation, % at 7.58 µM | 0.055% of 360,000 active;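 active = mean normalized replicate activation at least 10% and every replicate at or above 10%; inconclusive = only one of the two criteria met; inactive = mean below 10% and not all replicates reach 10%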;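 note: 0% = median of on-plate neutral control wells and 100% = ellipticine 6 µM median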
#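 Material: SV40-immortalized XiGFP fibroblast cells, line 68-5-11 | Buffer or medium: DMEM containing 5-aza-dC | Dosing: One concentration, pinned | Times: 3 d treatment, 15 min room-temperature fixation | Controls: Ellipticine 6 µM positive control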
# EWS-Fli inh – blocks EWS/Fli oncoprotein-driven transcription; A673 NR0B1-luciferase reporter, viability-normalised; inhibition, % at 12.6 µM; 0.67% of 350,000 active; AID 651661;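 active = mean inhibition of at least 50% after viability correction, with every replicate also passing that limit; inconclusive = mean reaches 50% but only one of two replicates passes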;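 note: firefly luciferase signal divided by Alamar Blue viability fluorescence both relative to DMSO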
# ERp5 inh – blocks human ERp5 reductase activity on insulin. Q15084. ERp5 insulin aggregation, absorbance 650 nm, 90 min. inhibition, % at 9.99 µM. 0.05% of 350,000 active. AID 651711;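 active = mean replicate inhibition above about 25%, with every replicate also reaching it, limit read from the data, passing the limit was not always enough; inconclusive = only one of those two criteria met; inactive = neither criterion met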
# Target sequence (Q15084 whole entry, looked up): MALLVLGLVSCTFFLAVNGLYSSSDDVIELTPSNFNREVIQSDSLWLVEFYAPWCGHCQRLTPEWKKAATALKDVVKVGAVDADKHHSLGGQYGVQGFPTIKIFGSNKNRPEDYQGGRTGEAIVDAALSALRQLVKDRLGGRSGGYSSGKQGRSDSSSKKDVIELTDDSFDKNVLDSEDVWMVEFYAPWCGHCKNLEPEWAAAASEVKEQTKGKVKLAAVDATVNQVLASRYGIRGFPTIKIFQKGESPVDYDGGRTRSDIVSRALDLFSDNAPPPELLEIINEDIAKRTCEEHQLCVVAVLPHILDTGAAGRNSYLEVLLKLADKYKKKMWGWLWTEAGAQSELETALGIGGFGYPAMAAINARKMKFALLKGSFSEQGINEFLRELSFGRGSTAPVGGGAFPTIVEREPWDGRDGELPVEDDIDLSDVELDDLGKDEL
# PAX8 reporter – inhibitors of PAX8 transcriptional activity in RMG-I cells | RMG-I TPO-luciferase reporter, SteadyGlo, 24 h | inhibition, % at 12.6 µM | 1.2% of 360,000 active;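 active = mean replicate inhibition at least 60% with every replicate also reaching 60%; inconclusive = only one of the two criteria is met; inactive = mean below 60% and not all replicates reaching 60%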;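 note: luciferase light reporting Pax8 driven TPO promoter activity; plate controls were median of neutral control wells for no effect and mitoxantrone controls for full effect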
# Numbers without * were called inactive; ? = inconclusive; / = not tested or not shown.
SMILES,GSIS activator,ARNT-TACC3 inh,DENV2 CPE rescue,F508del corr,Xi reactivation,EWS-Fli inh,ERp5 inh,PAX8 reporter
COc1ccc(CNc2c(C(=O)O)cnc3c2cnn3C)cc1,1,-1,-1,1.2,0.0,3,-2,1
COc1ccc(NC(=O)CN(C)C(=O)C2CC(=O)N(c3ccc4c(c3)OCCO4)C2)cc1 (stereo not drawn),-12,6,16,-4.2,0.5,4,-6,5
CC(=O)Nc1ccc(C(=O)OCC(=O)Nc2ccccc2Sc2ccccc2)cc1,-14,-4,?,1.8,0.2,3,2,-2
CCN(CC)S(=O)(=O)c1ccc(Cl)c(NC(=O)COc2ccc(OC)cc2)c1,8,-5,/,0.0,0.0,11,0,-1
COc1cc(/C=N/NC(=O)COc2ccc(-n3cnnn3)cc2)ccc1OCC(N)=O,3,3,-2,-1.0,0.4,12,0,-3
CCOC(=O)Cc1csc(SCC(=O)Nc2cc(C)ccc2OC)n1,-5,-4,1,0.5,0.0,5,1,3
COc1ccc(-c2ccc([C@H]3[C@@H]4C=CCC[C@@]4(C)C(=O)N3Cc3ccccc3)c(F)c2)cc1OC,15,5,-18,-0.6,0.5,17,0,26
Cc1c(Cl)cccc1NC(=O)Cn1nnc(C(=O)NCc2cccs2)c1N,29,3,/,/,0.0,/,/,25
Cn1cnc(S(=O)(=O)N[C@H]2C=C[C@H](CC(=O)Nc3ccccc3)O[C@@H]2CO)c1,-1,5,2,-0.1,0.0,-1,4,/
C[C@H]1CN([C@@H](C)CO)S(=O)(=O)c2ccc(-c3ccccc3)cc2O[C@H]1CN(C)CC1CC1,-1,5,-6,-1.9,-0.2,11,-3,/
CCCNC(=O)C(Cc1cccc(C#N)c1)NC(=O)c1ccc(C#N)cc1 (stereo not drawn),0,-4,-1,-0.8,0.0,-2,-3,-5
O=C(Nc1ccc(Cl)cc1)C1CCCN1C(=O)NCc1ccccc1 (stereo not drawn),12,3,4,-0.7,0.0,-2,4,-5
CCCC#Cc1ccc([C@H]2[C@H]3CN(C(=O)NC4CCCC4)CCCCN3[C@H]2CO)cc1,-24,-8,1,-0.1,0.0,3,5,23
Cc1ccc(S(=O)(=O)N(C)C[C@H]2Oc3c(NC(=O)Nc4ccc(C(F)(F)F)cc4)cccc3C(=O)N([C@@H](C)CO)C[C@@H]2C)cc1,5,4,14,1.8,-0.3,0,1,-2
O=C(NCCc1ccccc1)[C@@H]1N[C@@H]2c3ccc(-c4ccccc4)c(=O)n3C[C@@H]2[C@H]1CO,-4,2,?,-0.7,0.2,-3,8,/
Cc1cc(C)c(S(=O)(=O)Nc2ccc(O)c(Sc3ncn[nH]3)c2)cc1C,-5,12,1,-1.6,0.1,0,2,2
Cc1cc(-c2ccc(C(C)C)c(S(=O)(=O)N3CCOc4ccccc43)c2)on1,-42,7,2,-0.3,0.0,4,-12,31
CCC(=O)N1CCc2cc(Br)cc(S(=O)(=O)N3CCCC(C(=O)NC(C)(C)C)C3)c21 (stereo not drawn),-15,-3,3,1.4,0.1,1,-4,19
Cc1ccc(S(=O)(=O)N(C)C)cc1NC(=O)c1c(-c2c(F)cccc2Cl)noc1C,-4,0,-1,1.4,0.1,20,5,9
Cc1noc(C)c1NC(=O)N(C)C[C@H]1OCCCC[C@@H](C)Oc2ccc(NC(=O)Nc3ccccc3)cc2C(=O)N([C@H](C)CO)C[C@@H]1C,12,-10,?,-1.8,-0.4,-5,/,7
CC(=O)Nc1ccc(Nc2nnc(-c3ccc(C)c(S(=O)(=O)NCCO)c3)c3ccccc23)cc1,9,-2,5,1.1,0.0,-17,3,-13
O=C(OCC(=O)N1CCc2ccccc2C1)c1cccc([N+](=O)[O-])c1,0,/,-2,1.8,0.2,-11,5,-2
CNC[C@@H]1Oc2ccc(NS(=O)(=O)c3cccs3)cc2C(=O)N([C@H](C)CO)C[C@@H]1C,4,1,-7,3.3,0.0,-3,-8,/
CCOC(=O)C1(Cc2ccccc2)C(=O)N(CCCN(C)C)c2ccccc21 (stereo not drawn),2,/,0,-0.5,-0.1,8,4,22
Cc1cc(C)nc(N/N=C/C2=C(O)CC(c3ccc(F)cc3)CC2=O)n1 (stereo not drawn),2,/,-18,?,0.1,14,9,53
CN1OC[C@@H]2CN(C(=O)CCc3ccccc3)[C@H](c3ccccc3Br)C[C@@H]21,1,/,7,1.6,0.2,-10,0,5
CCOc1ccc(CN(C)C(=O)CCN2C(=O)c3ccccc3C2=O)cc1OC,9,-4,8,3.4,0.0,-4,-1,12
CC[C@@H]1C(c2ccc(F)cc2)=NN(c2ccccc2)[C@H]1C(=O)N1CCOC1=O,-42,-7,6,2.3,0.0,2,2,8
CC(=O)Nc1ccc(OCCOc2ccc(/C=C3\C(=N)N4N=C(C(C)C)SC4=NC3=O)cc2)cc1,/,/,-6,1.4,0.2,2,-1,-10
CCNc1nc(C)c(CN(C(C)=O)c2ccccc2)nc1C#N,6,-14,/,/,0.0,/,/,11
Cc1cccc(N(CC(=O)NC(C)C)C(=O)c2ccc(N3CCCC3)nc2)c1,3,6,-3,-1.5,0.0,-2,-3,-1
C[C@@H]1CN([C@H](C)CO)C(=O)c2cc(NC(=O)c3ccccc3)ccc2O[C@@H](C)CCCCO[C@@H]1CN(C)C(=O)C1CCCCC1,-29,1,-6,-0.8,0.2,-4,5,/
COc1cccc(S(=O)(=O)N2CCCCN3[C@H](CO)[C@H](c4ccc(-c5cncnc5)cc4)[C@@H]3C2)c1,3,-6,-1,-1.7,0.0,4,4,10
COc1ccc(NC(=O)N(C)C[C@@H]2Oc3c(NC(=O)Nc4cccc5ccccc45)cccc3C(=O)N([C@@H](C)CO)C[C@H]2C)cc1,-10,7,23*,0.5,-0.6,-5,-6,/
COc1ccc(Cc2c(C3CCCCC3)nc3ccc(Cl)cn23)c(C)c1,0,/,0,2.1,-0.1,2,-1,-5
O=C(Nc1cccc(Cl)c1)c1ccccc1NC(=O)C1CCCCC1C(=O)O (stereo not drawn),-4,-1,-1,3.7,0.1,-9,-1,-31

# Three compounds out of the list above, arranged by the value under ARNT-TACC3 inh, smallest number first:
structure	ARNT-TACC3 inh
CCNc1nc(C)c(CN(C(C)=O)c2ccccc2)nc1C#N	-14
CNC[C@@H]1Oc2ccc(NS(=O)(=O)c3cccs3)cc2C(=O)N([C@H](C)CO)C[C@@H]1C	1
Cc1c(Cl)cccc1NC(=O)Cn1nnc(C(=O)NCc2cccs2)c1N	3

# Going on with the list.
SMILES,GSIS activator,ARNT-TACC3 inh,DENV2 CPE rescue,F508del corr,Xi reactivation,EWS-Fli inh,ERp5 inh,PAX8 reporter
Cc1cc(Oc2ccc(N)cn2)cc(C)c1Cl,1,-4,?,-0.7,0.0,34,2,4
CN(CC(=O)Nc1ccccc1C(=O)NC1CC1)Cc1ccc(N(C)C)cc1,-7,5,-3,0.3,0.1,0,0,-16
O=C(C[C@H]1C[C@@H]2c3cc(NC(=O)C4CCOCC4)ccc3O[C@@H]2[C@H](CO)O1)NCc1ccccc1F,1,-2,2,-2.0,0.1,0,-2,-3
COc1ccc(Cn2cc(CN(C)C3CN(Cc4cn(Cc5ccc(OC)cc5)nn4)S(=O)(=O)C3)nn2)cc1 (stereo not drawn),21,/,-14,-1.9,0.0,11,0,-6
CC(C)(Oc1ccc(Cl)cc1)C(=O)Nc1c2c(nn1C(C)(C)C)CS(=O)(=O)C2,18,-10,-2,4.7,-0.1,2,2,-11
CC(C)C(=O)NC(c1ccccc1Cl)c1c(O)ccc2ccccc12 (stereo not drawn),-26,0,2,-0.3,/,2,1,/
O=C(O)c1cc(-c2ccc3ccccc3n2)nc2ccccc12,-10,0,-9,0.4,0.0,15,-3,-35
CC(C)c1cccc(C(C)C)c1OC(=O)[C@H]1OC(C(C)(C)C)=C[C@@H]1c1ccccc1,3,-5,-8,-0.3,0.6,-5,8,-1
Cc1[nH]c(C)c(S(=O)(=O)N2CCCCC2)c1C(=O)N1CCCC1,22,8,5,0.9,0.1,-4,6,17
C=CCOC(=O)[C@@H]1[C@H]2C(=O)O[C@H](c3ccccc3)[C@H](c3ccccc3)N2[C@H](c2ccc(OCCOC(=O)[C@@H]3C[C@@H]4C(=O)N[C@@H](CC(C)C)C(=O)N4[C@@H]3c3ccc(O)cc3)cc2)[C@@]12C(=O)Nc1ccc(I)cc12,/,-1,0,0.8,/,-27,-1,10
C[C@H]1CN([C@@H](C)CO)C(=O)c2c(c3ccccc3n2C)-c2ccccc2CO[C@H]1CN(C)C(=O)c1ccccc1,-9,5,12,-1.4,0.1,-2,8,/
O=C(Cn1nnc(-c2ccccc2Cl)n1)Nc1cccc(S(=O)(=O)N2CCCC2)c1,-55,-5,-1,0.5,0.1,18,5,38
CC(NC(=O)c1cccs1)c1ccc(Cl)cc1 (stereo not drawn),-8,-8,2,0.3,0.4,10,2,-10
C[C@@H]1CN([C@@H](C)CO)C(=O)c2cc(NC(=O)Nc3ccc(F)cc3)ccc2O[C@@H](C)CCCCO[C@H]1CN(C)C(=O)c1ccccc1,-1,5,-7,0.9,-1.1,15,-1,-2
CCCNC(=O)N(C)C[C@H]1Oc2ncc(C#CC3CCCCC3)cc2C(=O)N([C@@H](C)CO)C[C@@H]1C,-14,17,?,0.0,0.2,13,-2,/
CCOC(=O)C1CCN(c2ccc(C(N)=O)cc2[N+](=O)[O-])CC1,/,-8,0,/,0.4,5,-4,6
O=Cc1cccn1-c1sc2c(c1C(=O)O)CCCC2,25,2,5,/,0.0,7,7,8
Cc1ccc(NCC(=O)N/N=C\c2cccc(O)c2)cc1,17,2,/,/,0.1,/,/,12
COc1cc2c(c(NC(C)=O)c1)N(C(C)=O)CCC2,7,-3,3,-1.9,0.0,7,-3,7
Cc1cc(C)cc(OCC(=O)OCC(=O)c2cc(C)n(C3CC3)c2C)c1,24,/,-6,-0.2,0.0,/,1,2
CCOC(=O)c1cnc2ccc(OC)cc2c1Nc1ccc(N2CCN(C)CC2)cc1,-7,6,-2,0.4,0.1,-1,-2,19
O=C(NNC(=O)c1cccc2ccccc12)c1ccc2c(c1)OCO2,-7,16,-5,0.0,0.0,-45,0,-39
C/C=C/c1ccc2c(c1)O[C@@H](CN(C)C(=O)c1cccnc1)[C@@H](C)CN([C@@H](C)CO)S2(=O)=O,22,-8,2,1.5,-0.1,1,-1,9
COc1cccc(-c2cnc(C(O)c3c(C)ccc4ccccc34)[nH]2)c1 (stereo not drawn),/,/,16,-2.0,0.1,3,2,8
CC(=O)NS(=O)(=O)c1ccc(N=NN2CCCCCC2)cc1,17,-4,2,-1.5,0.0,4,-7,-1
O=C(Cc1ccccc1)Nc1ccc(NC(=O)c2ccc(Br)cc2)cc1,-5,9,1,0.6,0.3,3,1,-26
CS(=O)(=O)N1CCCCN2[C@H](CO)[C@H](c3ccc(C4=CCCC4)cc3)[C@@H]2C1,9,-2,29*,3.5,0.6,-5,2,0
Cc1ccc(Nc2nc3nonc3[nH]c2=O)cc1Cl,-54,4,12,0.4,0.3,-1,0,-9
Cc1cc(NC(=O)CSc2nnc(NC(=O)C3CC(=O)N(c4ccccc4C)C3)s2)no1 (stereo not drawn),8,-5,-7,-4.0,0.1,-2,3,-9
Cc1ccccc1NC(=O)CSc1nnc(C)c2ccccc12,23,1,4,-3.9,0.0,-35,2,-6
